EBNA-1 inh – EBNA-1 DNA-binding inhibitors, primary screen, biochemical, fluorescence polarization; inhibition, % at 14.8 µM; 300,000 tested, 0.34% active; in the data active = inhibition above about 28%
HCV core dimer – inhibitors of HCV core protein dimerization, primary screen, biochemical, TR-FRET, high-throughput | TR-FRET GST/Flag-core106 dimerization, 1536-well | 300,000 tested, 0.33% active | inhibition, % at 5 µM;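 active = inhibition above the mean of all tested compounds plus 3 SD, set per screening campaign, cut at about 45% in these data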
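assay system = GST-tagged and Flag-tagged HCV core protein residues 1-106 | controls = unlabelled core106 and no-GST-core106 wells | incubation = compound-protein-antibody incubation 4 h at 22.5 °C | probe or stimulus = Eu donor and XL665 acceptor anti-tag antibodies | read-out = % inhibition based on acceptor/donor emission ratio | signal = TR-FRET 671 and 617 nm emission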
CR mimetic SO – reduction of superoxide in aged yeast, primary screen, HTS | S. cerevisiae aged cells, superoxide DHE fluorescence; hits give low values | superoxide response (% of plate mean), % at 10 µM | 330,000 tested, 0.18% active | AID 2690, 2010;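 active = superoxide response under a set limit, about three screen SD below normal, cut at about 65% in these data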;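 note: yeast aged for seven days with compound at 30 °C before DHE staining; 100% = average MFI of all compound-treated wells on the plate with controls excluded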
ZTA counter – ZTA (EBV) inhibition in EBNA-1 counter-screen | P03206 | ZTA-DNA binding, fluorescence polarization | inhibition, % at 11 µM | 320,000 tested, 0.15% active; in the data active = inhibition above about 33%
Target sequence (P03206 whole entry, looked up): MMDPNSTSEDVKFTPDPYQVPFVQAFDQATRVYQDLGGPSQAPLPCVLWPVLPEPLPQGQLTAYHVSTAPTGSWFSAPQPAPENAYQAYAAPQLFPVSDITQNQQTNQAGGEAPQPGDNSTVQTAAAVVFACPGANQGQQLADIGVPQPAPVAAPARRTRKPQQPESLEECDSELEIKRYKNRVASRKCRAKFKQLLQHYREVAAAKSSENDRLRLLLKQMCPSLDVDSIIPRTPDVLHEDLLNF
TPT1 inhibitor – Candida albicans TPT1 enzyme inhibitors, primary screen, biochemical, fluorescence polarization | tRNA 2'-phosphotransferase TPT1 (Candida albicans SC5314) | recombinant caTPT1, FP RNA substrate dephosphorylation | 300,000 tested, 0.81% active | inhibition, % at 5 µM;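 active = inhibition above the mean of all tested compounds plus 3 SD, set per screening campaign, cut at about 24% in these data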;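 note: plate controls were DMSO alone for no effect and ferristatin control at 100 nM for full effect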
CTSL1 counter – Fasciola hepatica cathepsin L1 inhibitors, primary screen, counter-screen for PFM18AAP inhibitor project, biochemical, QFRET, fluorogenic peptide substrate; inhibition, % at 5.96 µM; 300,000 tested, 0.49% active; AID 1906, 2009; recombinant F. hepatica cathepsin L1, Z-Leu-Arg-MCA fluorescence;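 active = inhibition above the mean of all tested compounds plus 3 SD, set per screening campaign, cut at about 17% in these data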;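 note: 0% = plate median of test compound wells and 100% = 1 µM Z-Phe-Ala-diazomethylketone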
PP5 inh – PP5 phosphatase inhibitors, primary screen, biochemical, fluorescence; Serine/threonine-protein phosphatase 5 (Homo sapiens), P53041; purified PP5c, OMFP substrate fluorescence; inhibition, % at 6.7 µM; 320,000 tested, 0.18% active; AID 1987, 2009;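 active = inhibition above the campaign's mean inhibition across all tested compounds plus 3 SD, cut at about 9.5% in these data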;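 note: 0% = DMSO only and 100% = 100 µM cantharidin control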
JMJD2C inh – inhibitors of GASC-1 histone demethylase, primary screen, biochemical, fluorescence, DELFIA europium; Lysine-specific demethylase 4C (Homo sapiens), Q9H3R0; GST-JMJD2C(1-420) H3K9me3 demethylation; 330,000 tested, 0.069% active; inhibition, % at 2.35 µM; AID 2099, 2009;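 active = more than half of a compound's replicate wells show inhibition beyond 50%, single wells judged on their own value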;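 note: signal counts dimethyl H3K9 product captured on neutravidin plate; 0% = median of DMSO wells and 100% = 0.3 times that DMSO median; strong numbers were not always called active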
Target sequence (Q9H3R0 1-420 limits assumed): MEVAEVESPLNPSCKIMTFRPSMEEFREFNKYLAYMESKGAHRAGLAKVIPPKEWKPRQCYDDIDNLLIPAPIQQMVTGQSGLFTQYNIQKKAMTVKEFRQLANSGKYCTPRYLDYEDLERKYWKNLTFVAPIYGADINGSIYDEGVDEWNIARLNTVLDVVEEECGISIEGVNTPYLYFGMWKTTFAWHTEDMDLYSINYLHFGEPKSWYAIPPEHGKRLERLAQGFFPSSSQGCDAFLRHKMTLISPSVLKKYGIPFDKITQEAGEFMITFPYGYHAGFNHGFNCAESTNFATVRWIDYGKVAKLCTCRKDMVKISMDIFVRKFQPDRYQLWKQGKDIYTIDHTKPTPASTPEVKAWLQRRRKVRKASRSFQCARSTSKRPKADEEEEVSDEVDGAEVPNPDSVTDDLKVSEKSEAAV
PP1 counter – PP1-alpha phosphatase inhibitors, primary screen, counter-screen for PP5 inhibitor project, biochemical, fluorescence, OMFP substrate, single point. Serine/threonine-protein phosphatase PP1-alpha catalytic subunit (Homo sapiens), P62136. inhibition, % at 6.7 µM. 320,000 tested, 0.9% active. purified PP1alpha. AID 2235, 2010;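 active = inhibition above the mean inhibition of all tested compounds plus 3 SD, computed separately for each screening campaign, cut at about 15% in these data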
Target sequence (P62136 whole entry, looked up): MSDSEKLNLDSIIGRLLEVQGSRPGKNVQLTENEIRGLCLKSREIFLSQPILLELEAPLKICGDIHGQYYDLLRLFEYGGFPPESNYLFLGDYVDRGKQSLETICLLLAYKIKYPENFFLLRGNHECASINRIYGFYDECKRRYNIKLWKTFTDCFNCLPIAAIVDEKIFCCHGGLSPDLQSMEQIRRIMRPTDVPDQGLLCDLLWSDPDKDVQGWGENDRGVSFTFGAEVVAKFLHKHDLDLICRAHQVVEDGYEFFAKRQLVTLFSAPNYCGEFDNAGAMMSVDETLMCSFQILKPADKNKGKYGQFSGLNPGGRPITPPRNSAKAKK
Active calls of the source: *; i = inactive; . = not tested or not shown.

SMILES	EBNA-1 inh	HCV core dimer	CR mimetic SO	ZTA counter	TPT1 inhibitor	CTSL1 counter	PP5 inh	JMJD2C inh	PP1 counter
CC(=O)Nc1ccc(NC(=S)NC(=O)/C=C/c2ccco2)cc1	1	10	110	-2	3	13	0.6	3	0
Cc1cc(C)cc(NC(=S)N2CCN(CCO)CC2)c1	-12	-12	114	5	3	-3	-2.5	-13	-7
S=c1[nH]nc(CCc2nc3ccccc3[nH]2)n1-c1cccc(Cl)c1	11	0	96	10	-1	2	-0.6	1	0
CCN1C(=O)CS/C1=C(\C#N)S(=O)(=O)c1ccccc1	3	8	91	-2	104*	-2	-0.1	2	-2
CC(=O)Nc1cccc(NC(=O)CSc2nc(=O)n(CCN3CCOCC3)c3c2CCCC3)c1	3	1	107	-1	0	-4	1.4	-32	-6
N=c1c2cn[nH]c2nc(SCC(=O)c2ccc(Br)cc2)n1-c1ccc(Br)cc1	1	10	102	9	1	-3	0.1	1	0
C=CCNC(=O)/C(=C/c1ccccc1OCC)NC(=O)c1ccccc1	-9	-17	79	-11	-3	3	1.8	6	-3
Cc1ccc(S(=O)(=O)N(C)c2ccccc2C(=O)Nc2ccc3c(c2)OCCO3)cc1	-10	2	91	-10	0	-1	4.5	12	0

New compounds follow
SMILES	EBNA-1 inh	HCV core dimer	CR mimetic SO	ZTA counter	TPT1 inhibitor	CTSL1 counter	PP5 inh	JMJD2C inh	PP1 counter
CN(C)c1cc[n+](CC(=O)N2c3ccccc3Sc3ccccc32)cc1	-2	-9	94	-21	-4	0	2.2	-3	2
COc1c(O)ccc(/C=N/NC(=O)c2ccc3c(c2)OCCO3)c1[N+](=O)[O-]	-10	-14	106	-8	-4	0	0.5	-1	2
O=C(COC(=O)CCSc1ccc(Cl)cc1)NCc1ccccc1Cl	-8	-4	116	-17	-3	-24	2.6	3	1
COCCCn1c(=S)[nH]c2ccc(N3CCOCC3)cc2c1=O	-10	-6	102	-20	-2	2	2.8	-3	0
CC1CCN(C(=O)Oc2ccccc2)CC1	6	-12	104	-10	-2	-1	-1.6	0	1
Cc1cccc(OCCC(=O)OC(C)C(=O)Nc2ccc(Cl)cn2)c1 (centres undefined)	-3	6	107	8	-2	-44	-0.9	-3	-5
O=c1c2cc(NC(=S)N3CCCCCC3)ccc2nc2n1CCCCC2	-7	-9	117	-13	-1	-1	-11	3	-13
COc1ccc(CC(=O)O/N=C(\N)c2ccccc2)cc1OC	3	4	105	5	1	-13	1.4	-2	-1

The list continues.
SMILES	EBNA-1 inh	HCV core dimer	CR mimetic SO	ZTA counter	TPT1 inhibitor	CTSL1 counter	PP5 inh	JMJD2C inh	PP1 counter
C#CCOCCOCCOCCNc1nc(N2CCN(C(=O)Cn3cc(CCCN=C(N)N)nn3)CC2)nc(N2CCN(C(=O)[C@H](CCCCN)n3cc(CCCC)nn3)CC2)n1	7	-8	106	13	-1	-2	-0.7	.	1
COc1ccc2c(c1)C(C)CC(C)(C)N2C(=O)Nc1ccccc1 (centres undefined)	1	9	104	7	-2	-3	0.1	5	2
CCc1nc2ccccc2n1CC(O)COCC1CC=CCC1 (centres undefined)	-2	3	118	-17	-2	5	-1.9	6	-3
CCCC(=O)N(C)c1nnc(-c2ccc(OC)cc2)s1	3	-1	108	-5	-2	2	3.9	10	5
CC(On1c(-c2ccccc2)nc2ccc(Cl)cc21)C(=O)O (centres undefined)	-4	-9	97	-4	-2	2	0.8	64	-3
O=C(Cc1n[nH]c(=O)c2ccccc12)NCc1ccccc1	1	-1	118	-5	-1	-1	1.2	-17	-7
Cc1ccsc1-c1ccnc(-n2cccc2)n1	7	5	100	-4	-2	-2	2.3	-1	-4
COc1cccc(CNC(=O)[C@H](CCSC)NC(=O)N2CCn3c2nc2ccccc23)c1	3	8	78	11	2	-2	-1.2	-2	-1

Next entries.
SMILES	EBNA-1 inh	HCV core dimer	CR mimetic SO	ZTA counter	TPT1 inhibitor	CTSL1 counter	PP5 inh	JMJD2C inh	PP1 counter
CCOc1cccc2cc(C(C)=O)oc12	-11	6	94	6	2	-1	-1.5	-1	-3
Cc1cccc(-c2nc3ccccc3c3nncn23)c1	2	-1	118	0	3	-3	-2.2	9	-1
CCOc1cc(/C=N\NC(=O)c2ccc(NC(=O)CC)cc2)ccc1OC(=O)c1ccccc1	-8	15	102	-16	-5	-1	0.2	0	2
COc1ccc(-n2c(C)nc3cc(C(=O)N4CCOCC4)ccc32)cc1	6	-3	88	0	-2	-3	1.5	-11	-4
OCCCCNCc1ccc(OCc2ccc(Cl)cc2)cc1	7	-6	95	2	0	3	-1.1	-18	-2
C=CCC1(Cl)C(=O)C(Cl)=C(N2CCOCC2)C1(OC)OC (centres undefined)	-8	-10	97	-18	-2	-2	3.4	0	1
CN(C)/N=C1\CCS(=O)(=O)c2sccc21	-5	-1	101	16	4	1	-0.7	5	6
CN(CCc1cnn(C)c1)Cc1nc(CC2CC2)no1	-4	1	102	12	2	-1	-1.9	9	0

Next section.
SMILES	EBNA-1 inh	HCV core dimer	CR mimetic SO	ZTA counter	TPT1 inhibitor	CTSL1 counter	PP5 inh	JMJD2C inh	PP1 counter
O=C(Cc1c(Cl)cccc1Cl)Nc1cccnc1	-5	1	105	6	-3	-1	2.8	-2	-3
Cc1ccc(-c2csc(NC(=O)/C=C/c3ccco3)c2C(=O)O)cc1	-3	-1	83	7	1	-1	0.6	-22	-2
CCNC(=O)NC(=O)C(C)Sc1ncc(C(F)(F)F)cc1Cl (centres undefined)	-6	0	107	5	0	-1	3.0	12	2
O=C(CC1Nc2cccc3cccc(c23)NC1=O)Nc1ccccc1 (centres undefined)	13	-26	94	-9	-5	3	0.7	3	1
COc1cccc(Nc2ncnc3nc[nH]c23)c1	9	7	92	11	-1	-1	0.2	6	1
CCOC(=O)c1nn(-c2cccc(OC)c2)c2nc(Nc3ccccc3)cc(=O)n12	10	7	84	14	20	3	3.2	-8	5
O=S(=O)(CCc1ccncc1)Cc1ccc2c3c(cccc13)CC2	7	2	100	-4	-5	1	0.7	-1	-1
O=C(N/N=C/c1ccc(-c2cccc([N+](=O)[O-])c2)o1)c1ccc([N+](=O)[O-])cc1	-13	1	109	15	-2	4	0.1	-26	-1

A few values from the results shown:
Entry of O=S(=O)(CCc1ccncc1)Cc1ccc2c3c(cccc13)CC2 in CTSL1 counter: 1
Entry of OCCCCNCc1ccc(OCc2ccc(Cl)cc2)cc1 in PP5 inh: -1.1

The listing continues.
SMILES	EBNA-1 inh	HCV core dimer	CR mimetic SO	ZTA counter	TPT1 inhibitor	CTSL1 counter	PP5 inh	JMJD2C inh	PP1 counter
CC(=O)Nc1ccc(S(=O)(=O)Nc2nccc(/C=C/c3ccc(Cl)cc3)n2)cc1	2	5	92	-1	3	2	1.5	-4	-5
COc1ccc(C2=NS(=O)(=O)N(C)C(C(=O)Nc3cc(C)ccc3O)=C2)cc1OC	12	-2	91	-14	-3	2	4.2	-3	3
CCOC(=O)NC(=O)COC(=O)CCCc1nc2ccccc2s1	5	-14	112	-11	-2	-50	-0.9	2	1
Nc1cc2c(cc1C(=O)c1cccc(Br)c1)OCCO2	-14	1	128	-12	-2	5	2.7	15	1
S=C(NCc1ccco1)N1CCN(C/C=C/c2ccccc2)CC1	-1	2	102	-6	-1	0	1.3	10	-6
COCCNC(=O)Cn1cc(C(=O)c2cccs2)c2ccccc21	-1	4	91	-3	-6	0	1.7	1	-3
Cc1ccc(OCCC(=O)NNC(=O)c2cc(C)oc2C)cc1	-16	-5	85	-5	-3	1	-2.5	-1	-2
COc1ccccc1NC(=O)CSc1nnc(C2CCCCC2)n1N	4	2	96	-8	0	1	-1.9	1	-9

The listing continues:
SMILES	EBNA-1 inh	HCV core dimer	CR mimetic SO	ZTA counter	TPT1 inhibitor	CTSL1 counter	PP5 inh	JMJD2C inh	PP1 counter
Cn1nc(C(F)(F)F)cc1C(=O)Nc1ccc(Cl)cc1	0	4	113	7	3	1	2.3	-32	-2
CN(C(=O)c1cccc(C(F)(F)F)c1)C1CCCc2ccccc21 (centres undefined)	-5	1	104	9	1	2	3.5	-1	3
Oc1ccc(N=Nc2ccc3c(c2)OCCO3)c2cccnc12	8	0	80	7	2	6	-0.6	6	14
Cc1cccc(N2CCN(CC(O)COCc3cccs3)CC2)c1C (centres undefined)	-8	-2	118	-6	0	-2	5.1	4	-2
COc1ccc(C(C)NC(=O)C23CC4CC(CC(C4)C2)C3)cc1 (centres undefined)	-6	8	108	6	-1	-4	1.4	29	0
CC(NC(=O)c1ccccc1Br)c1ccc2c(c1)CCCC2 (centres undefined)	0	-1	108	-7	1	-2	2.9	-11	5
CC1CC(C)CN(CCCNC(=O)c2cn(C)c3ccc(S(=O)(=O)N4CCCC4)cc3c2=O)C1 (centres undefined)	-3	2	94	6	-3	-1	-2.4	-6	-5
O=C(N/N=C/c1cc2cc3c(cc2nc1Cl)OCCO3)c1ccccc1O	-15	1	104	10	0	2	0.8	-5	0

Other compounds follow:
SMILES	EBNA-1 inh	HCV core dimer	CR mimetic SO	ZTA counter	TPT1 inhibitor	CTSL1 counter	PP5 inh	JMJD2C inh	PP1 counter
O=C(Nc1c(C(=O)N2CCOCC2)cnn1-c1ccccc1)c1ccco1	7	-4	98	2	-2	1	1.7	i	0
COCCCNC(=O)CS(=O)(=O)Cc1nc(-c2cccc(OC)c2)oc1C	3	-9	104	-6	1	1	8.0	-9	-2
Cc1ccc(-n2ncc(C#N)c2N)cc1	5	1	94	12	-2	1	-0.4	-2	-10
Cc1noc(C)c1COC(=O)c1cccc(S(=O)(=O)N2CCOCC2)c1	6	-7	86	-10	-7	1	-0.6	12	-3
COC(CNS(=O)(=O)c1ccc(Cl)cc1)c1ccccc1 (centres undefined)	3	2	101	-10	-3	2	0.7	-16	0
CCOc1ccc(Br)cc1S(=O)(=O)Nc1ccc(Cl)c(S(=O)(=O)N(C)C)c1	3	7	88	10	0	6	2.8	11	2
Cc1cc(C(=O)CCC(=O)N2CCN(S(=O)(=O)c3ccccc3)CC2)c(C)s1	-5	-8	77	-14	-3	3	-0.3	-10	-2
